Bioassay records as filed in PubChem.
D2 agonist = agonists of human D2 dopamine receptor | P14416 | HEK293 T-REx D2 cells, calcium flux agonist mode | activation, % at 2 µM | actives 0.53% (n = 340,000);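 active means activation over 3 SD above normal in the single-dose calcium agonist read, cut at about 30% in these data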; further: 0% is about no effect
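HEK293 Trex D2 cells, tetracycline-induced, o/n 30 C 5% CO2; no-wash Ca dye, RT 30–90 min; 10-cycle baseline, 23 nl cpd added, kinetic Ca read 180 s; agonist hits = positive Ca response.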
D2 antag = D2 dopamine receptor (human) antagonism; inhibition, % at 10 µM; P14416; actives 2% (n = 340,000); HEK293 TREx D2 cells, calcium flux, dopamine EC80; in the data active means inhibition above about 30%; further: 0% is about no effect
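Measurement of antagonist activity uses fluorescent calcium dye in inducible HEK293 T-REx D2 cells: 10 s baseline, compound addition with 180 s read, EC80 dopamine addition with a further 180 s read.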
TrxR1 substrate = is turned over as a substrate by rat TrxR1. actives 0.01% (n = 390,000). purified TrxR1 substrate turnover, NADPH consumption readout. O89049. Potency, µM (highest dose often 114 µM), for the others: at the top dose activity change, negative = substrate turnover; further: potency means the concentration at half of the fitted maximal effect; on the % scale 0 is the no-effect control and ±100 the full control effect; nearly all actives have a fitted effect of over 50% in size
Target sequence (O89049 whole entry, looked up): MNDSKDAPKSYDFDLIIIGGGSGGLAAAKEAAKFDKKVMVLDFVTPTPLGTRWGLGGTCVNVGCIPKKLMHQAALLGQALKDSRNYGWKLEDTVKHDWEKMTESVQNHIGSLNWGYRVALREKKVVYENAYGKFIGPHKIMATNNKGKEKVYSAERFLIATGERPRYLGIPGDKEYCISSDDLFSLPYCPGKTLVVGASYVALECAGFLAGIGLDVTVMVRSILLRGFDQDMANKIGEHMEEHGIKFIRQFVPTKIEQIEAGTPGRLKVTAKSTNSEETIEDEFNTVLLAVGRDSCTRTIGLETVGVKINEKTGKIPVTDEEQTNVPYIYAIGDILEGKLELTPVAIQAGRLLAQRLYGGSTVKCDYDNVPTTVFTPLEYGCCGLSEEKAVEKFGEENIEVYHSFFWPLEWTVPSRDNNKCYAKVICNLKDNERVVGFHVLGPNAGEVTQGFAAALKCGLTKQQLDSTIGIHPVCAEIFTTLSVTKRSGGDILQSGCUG
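Rat TrxR1, dispensed at 90 nM, was prereduced with 400 uM NADPH (final) for 5 min at ~22 deg C, then incubated with compound 15 min before 400 uM selenite. A first-read NADPH fluorescence drop versus no-compound background flagged substrates.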
USP1 inh = inhibitors of human USP1/UAF1 deubiquitinase | O94782 | recombinant USP1/UAF1, Ub-Rhodamine cleavage fluorescence | Potency, µM (titrated, usually from 57.1 µM), for inactives: at the highest dose activity change, negative = inhibition, usual class: inhibitors | actives 0.23% (n = 390,000); further: potency means the concentration at half of the fitted maximal effect; on the % scale 0 is the no-effect control and ±100 the full control effect; nearly all actives have a fitted effect of over 60% in size; inactives centre near -12
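USP1/UAF1 complex at 1 nM was preincubated with compound for 15 min at room temperature, then Ub-Rho substrate (150nM final) was added. Fluorescence (480/540 nm) was read kinetically, 6 reads every 60 seconds.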
TRHR agonist = agonists of human TRH receptor; P34981; TRHR cells, calcium flux fluo-8, FDSS agonist mode; activation, % at 2 µM; actives 0.18% (n = 360,000); AID 493084; in the data active means activation above about 30%; further: 0% is about no effect
Target sequence (P34981 whole entry, looked up): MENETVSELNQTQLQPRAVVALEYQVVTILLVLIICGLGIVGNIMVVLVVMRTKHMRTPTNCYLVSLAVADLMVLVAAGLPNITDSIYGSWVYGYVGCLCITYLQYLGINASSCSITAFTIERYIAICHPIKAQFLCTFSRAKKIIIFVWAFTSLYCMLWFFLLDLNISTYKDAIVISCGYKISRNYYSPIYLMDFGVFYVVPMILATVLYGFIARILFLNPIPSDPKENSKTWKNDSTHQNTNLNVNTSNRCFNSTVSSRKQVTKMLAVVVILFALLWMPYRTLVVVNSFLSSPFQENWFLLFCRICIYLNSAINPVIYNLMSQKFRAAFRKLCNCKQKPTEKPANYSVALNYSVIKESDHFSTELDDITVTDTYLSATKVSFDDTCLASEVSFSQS
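TRHR-expressing cells, plated overnight in medium with 10% serum, were loaded with fluo-8 calcium dye at room temperature. After a 10 s baseline, library compound was pin-added and calcium release was recorded kinetically (ex 480/em 530) as agonist response.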
rTrxR1 inhibitor = inhibitors of rat thioredoxin reductase 1; O89049; recombinant rTrxR1, NADPH fluorescence consumption, selenite substrate; Potency, µM (doses to about 114 µM), without a hit: top-dose activity change, negative = inhibition, usual class: inhibitors; actives 1% (n = 390,000); further: potency means the concentration at half of the fitted maximal effect; on the % scale 0 is the no-effect control and ±100 the full control effect; nearly all actives have a fitted effect of over 65% in size
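Rat TrxR1 (90 nM in the dispensed reagent) was pre-reduced with 400 uM NADPH for 5 min at room temperature, then incubated with compound for 15 min. After 400 uM selenite was added, NADPH fluorescence (Ex 340/Em 450 nm) was followed for 8 min.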
PI4K2A block = blocks human PI4K2A kinase activity. actives 0.13% (n = 420,000). purified PI4K2A, ADP-Glo luminescence, 1 h; hits give low values. activity change, negative = inhibition, % at 76.9 µM. Q9BTU6; in the data active means activity change below about -50%; inconclusive means mostly about -30% to -49%;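 further: -100% = wells without enzyme as full effect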
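In this quantitative HTS, ADP production by PI4K2A was quantified luminescently after 1 h at ambient temperature; 100 microM adenosine served as plate-quality control.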
mIDH1 inhibitor = human IDH1 R132H inhibition | actives 0.093% (n = 390,000) | IDH1-R132H enzyme, NADPH consumption, diaphorase/resazurin fluorescence | O75874 | AID 602179 | Potency, µM (doses to about 76.6 µM), without a hit: top-dose activity change, negative = inhibition, hits mostly inhibitors; further: potency means the concentration at half of the fitted maximal effect; on the % scale 0 is the no-effect control and ±100 the full control effect; nearly all actives have a fitted effect of over 65% in size
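IDH1-R132H (0.5 ug/mL dispensed) in pH 7.5 Tris buffer was preincubated 30 min with compound, then given a substrate mix of 0.016 mM NADPH and 2 mM alpha-KG for 80 min at room temperature; remaining NADPH was read by diaphorase/resazurin fluorescence.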
TRHR enhancer = allosteric enhancers of human TRH receptor; P34981; TRHR cells, fluo-8 calcium fluorescence, EC20 TRH enhancement; enhancement, % at 2 µM; actives 0.66% (n = 360,000); in the data active means enhancement above about 30%; further: 0% is about no effect
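TRHR-expressing cells loaded with fluo-8 calcium dye were read kinetically (ex 480/em 530) during compound addition, then stimulated with an EC20 of TRH (10 nM final). Enhancement of the Gq-mediated intracellular calcium response was scored.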
Active calls of the source: *; ? = inconclusive; / = not tested or not shown; [ ] = dose if it differs, or a comment. Unless noted, the call rests on the fitted dose curve; in most records, active means well fitted inhibition curve with a large enough effect; inconclusive means small, poorly fitted or top-dose-only effect; inactive means no such curve, though single readings can be large or run the other way.

The opening 7 compounds as a preview:
| SMILES | mIDH1 inhibitor | rTrxR1 inhibitor | TRHR enhancer | TrxR1 substrate | D2 antag | USP1 inh | D2 agonist | PI4K2A block | TRHR agonist |
| --- | --- | --- | --- | --- | --- | --- | --- | --- | --- |
| CC(C)(CC(=O)O)CC(=O)N1CCCN(c2nc3ccc(Cl)cc3s2)CC1 | 7% | 14%[57.1 µM] | -8 | 9%[57.1 µM] | 13 | -5% | -0.1 | 1 | 0.1 |
| O=C(COc1ccc(Cl)cc1)Nc1cnn(Cc2c(Cl)cccc2Cl)c1 | 7% | 31%[57.1 µM] | -3 | 11% | 4 | -9% | 0.6 | -7 | -0.3 |
| N#Cc1sc2nc(N3CCCCC3)c3c(c2c1N)CCCC3 | 0% | -4% | 3 | 48%[activator] | 29 | -22% | -0.5 | -7 | -0.1 |
| O=C(Cn1ncc2c3ccccc3n(Cc3cccc(Cl)c3)c2c1=O)NCc1ccccn1 | 2% | 27% | 2 | 3% | -6 | -22% | 0.8 | -5 | 1.6 |
| CCOC(=O)C[C@H]1c2ccc(C(F)(F)F)cc2S(=O)(=O)N1c1cccc(OC)c1 | 12% | ? | / | -9%[57.1 µM] | / | -32% | / | -6 | / |
| Cc1ccc(SCc2nnc(N)s2)cc1 | 3% | -5% | -2 | -10% | -6 | 6% | 0.3 | 3 | -0.1 |
| CC1(C)CC(=O)C=C(NCCN2CCN(C(=O)Nc3ccc(Cl)c(Cl)c3)CC2)C1 | 0% | 8%[57.1 µM] | 0 | -7% | -3 | -16% | -0.2 | 1 | 1.4 |

Main list, from the start:
| SMILES | mIDH1 inhibitor | rTrxR1 inhibitor | TRHR enhancer | TrxR1 substrate | D2 antag | USP1 inh | D2 agonist | PI4K2A block | TRHR agonist |
| --- | --- | --- | --- | --- | --- | --- | --- | --- | --- |
| CC(C)(CC(=O)O)CC(=O)N1CCCN(c2nc3ccc(Cl)cc3s2)CC1 | 7% | 14%[57.1 µM] | -8 | 9%[57.1 µM] | 13 | -5% | -0.1 | 1 | 0.1 |
| O=C(COc1ccc(Cl)cc1)Nc1cnn(Cc2c(Cl)cccc2Cl)c1 | 7% | 31%[57.1 µM] | -3 | 11% | 4 | -9% | 0.6 | -7 | -0.3 |
| N#Cc1sc2nc(N3CCCCC3)c3c(c2c1N)CCCC3 | 0% | -4% | 3 | 48%[activator] | 29 | -22% | -0.5 | -7 | -0.1 |
| O=C(Cn1ncc2c3ccccc3n(Cc3cccc(Cl)c3)c2c1=O)NCc1ccccn1 | 2% | 27% | 2 | 3% | -6 | -22% | 0.8 | -5 | 1.6 |
| CCOC(=O)C[C@H]1c2ccc(C(F)(F)F)cc2S(=O)(=O)N1c1cccc(OC)c1 | 12% | ? | / | -9%[57.1 µM] | / | -32% | / | -6 | / |
| Cc1ccc(SCc2nnc(N)s2)cc1 | 3% | -5% | -2 | -10% | -6 | 6% | 0.3 | 3 | -0.1 |
| CC1(C)CC(=O)C=C(NCCN2CCN(C(=O)Nc3ccc(Cl)c(Cl)c3)CC2)C1 | 0% | 8%[57.1 µM] | 0 | -7% | -3 | -16% | -0.2 | 1 | 1.4 |
| CSc1ncc2c(n1)-c1ccccc1N(Cc1ccc(F)cc1)S2(=O)=O | 23% | 25%[57.1 µM] | 11 | 6%[57.1 µM] | / | -24% | -1.8 | 2 | -0.8 |
| CCn1c(CNc2nc(-c3ccccc3)cs2)nnc1SCC(=O)NCc1ccco1 | -2% | ? | -3 | -3% | / | -20% | / | -2 | -0.4 |
| COC(=O)c1c(C)[nH]c(C(=O)/C=C/c2ccccc2)c1C | 4% | -2% | 2 | 12% | 7 | -7% | 0.6 | 6 | 0.4 |
| COc1cc(/C=N/N(C)c2ccccc2)cc(Cl)c1O | 21% | -2%[57.1 µM] | 4 | 15%[57.1 µM] | -13 | -19% | -3.6 | -1 | -0.6 |
| COc1cc(C(C(=O)NC2CCCC2)N(C(=O)c2snc(C(N)=O)c2N)C2CCCC2)cc(OC)c1OC (stereo unspecified) | -5% | 5% | -18 | 5% | 32* | -21% | -0.6 | -1 | -0.1 |
| COc1ccccc1CN1C(=O)[C@@H]2C(CCC(N)=O)NC3(C(=O)Nc4c3ccc(Cl)c4C)[C@@H]2C1=O (stereo partly specified) | 2% | -7%[57.1 µM] | 15 | -6%[57.1 µM] | -3 | 1% | 0.2 | 0 | 0.2 |
| Cc1ccn2cc(-c3cccc(NC(=O)C(C)C)c3)nc2c1 | 11% | 24% | -1 | 55%[activator] | / | -12% | / | 3 | -0.6 |
| Cc1ccc(S(=O)(=O)N2CCOCC2)cc1C(=O)Nc1ccc(N2CCCCCC2)cc1 | 4% | -4%[57.1 µM] | 7 | -2%[57.1 µM] | -2 | -4% | -0.5 | -5 | 0.1 |
| CC(C)(C)NC(=O)NC(=O)COC(=O)c1ccc2c(c1)S(=O)(=O)N=C1CCCCCN12 | -2% | -6% | 6 | -2% | 20 | -18% | 1.6 | 0 | -0.1 |
| Cc1ccc(C(C)(C)C)c(SCC(=O)Nc2nnc(C)s2)c1 | 25% | 8%[57.1 µM] | -3 | 9%[57.1 µM] | 6 | 9% | 0.3 | 6 | -0.4 |
| COCCCNc1ncnc2c1[nH]c1ccccc12 | / | / | 6 | / | -7 | / | 0.9 | / | 0.5 |
| Cc1ccc(N(CC(=O)NC(C)(C)C)C(=O)CNC(=O)c2cccs2)cc1C | -6% | 3%[57.1 µM] | 5 | 1%[57.1 µM] | 3 | ? | 1.0 | 3 | 1.0 |
| CCC(C)Nc1cc(C)nc2ncnn12 (stereo unspecified) | 5% | 16% | 5 | 0% | -5 | -20% | 0.5 | 8 | 0.3 |
| COCCSc1ccccc1C(=O)Nc1ccc(Cl)cn1 | 8% | -9% | -3 | -9% | -13 | -18% | 0.0 | -7 | 0.3 |
| O=C(NCc1ccco1)c1cc(-c2ccc(F)cc2)on1 | 3% | 4% | 7 | 10% | / | -9% | / | 0 | 0.4 |
| CN1C[C@@H]2[C@@H]3C(=O)N(C)C(=O)[C@@H]3[C@](C)(C1=O)N2C(=O)c1ccc(F)cc1 | -8% | 22% | / | 5% | / | -18% | / | 1 | / |
| O=C(CCc1nc2ccccc2c(=O)[nH]1)Nc1cc(C(F)(F)F)ccc1N1CCCC1 | 3% | 21% | -10 | 6% | 15 | -23% | 0.2 | -2 | -0.9 |
| Nc1nnc(SCCCC(=O)c2ccccc2)s1 | -5% | -5% | 5 | -8% | 6 | 0% | -0.2 | -2 | -0.4 |
| C/C(=N\OC(=O)c1ccc(F)cc1)c1ccc(F)c(F)c1 | -14% | 10% | -3 | -2% | 0 | 0% | -2.0 | -6 | -0.4 |
| Cc1c(NC(=S)NC(=O)c2sc3ccccc3c2Cl)cccc1C(=O)O | -11% | ? | 5 | -2% | -8 | -19% | 2.0 | 0 | -0.2 |
| Cc1ccccc1NC(=O)CSc1nc2ccc(NC(=O)COc3ccccc3F)cc2s1 | -10% | 12% | 1 | -5% | / | -11% | 1.4 | -4 | 1.1 |
| O=C(/C=C/c1ccco1)NCCCN1CCOCC1 | 1% | 7%[57.1 µM] | 4 | 10%[57.1 µM] | -5 | -17% | 0.1 | -7 | 0.3 |
| S=C(NCc1ccccc1)Nc1ccncc1 | -5% | -27% | 1 | -5% | 2 | -11% | 0.4 | -1 | 0.5 |

Some of these compounds in order of their number in TrxR1 substrate, low to high.
| SMILES | mIDH1 inhibitor | rTrxR1 inhibitor | TRHR enhancer | TrxR1 substrate | D2 antag | USP1 inh | PI4K2A block | TRHR agonist |
| --- | --- | --- | --- | --- | --- | --- | --- | --- |
| S=C(NCc1ccccc1)Nc1ccncc1 | -5% | -27% | 1 | -5% | 2 | -11% | -1 | 0.5 |
| Cc1c(NC(=S)NC(=O)c2sc3ccccc3c2Cl)cccc1C(=O)O | -11% | ? | 5 | -2% | -8 | -19% | 0 | -0.2 |
| O=C(NCc1ccco1)c1cc(-c2ccc(F)cc2)on1 | 3% | 4% | 7 | 10% | / | -9% | 0 | 0.4 |

Complete entries, looked up by structure. Order of values: mIDH1 inhibitor, rTrxR1 inhibitor, TRHR enhancer, TrxR1 substrate, D2 antag, USP1 inh, D2 agonist, PI4K2A block, TRHR agonist
Record of O=C(/C=C/c1ccco1)NCCCN1CCOCC1 = 1%, 7%[57.1 µM], 4, 10%[57.1 µM], -5, -17%, 0.1, -7, 0.3
Record of S=C(NCc1ccccc1)Nc1ccncc1 = -5%, -27%, 1, -5%, 2, -11%, 0.4, -1, 0.5

(continued)
| SMILES | mIDH1 inhibitor | rTrxR1 inhibitor | TRHR enhancer | TrxR1 substrate | D2 antag | USP1 inh | D2 agonist | PI4K2A block | TRHR agonist |
| --- | --- | --- | --- | --- | --- | --- | --- | --- | --- |
| Cc1cc(NC(=O)CS(=O)(=O)c2cn(Cc3ccccc3Cl)c3ccccc23)no1 | 5% | 21% | 4 | 5% | -2 | -13% | 0.7 | 7 | 0.3 |
| COc1cc2c(-c3ccccc3Cl)nc3c(c(C)nn3-c3ccccc3)c2cc1OC | ? | 13% | 4 | 30% | / | ? | / | 2 | 1.0 |
| CCn1cc(CNC(=O)c2cc(COc3ccc(F)cc3F)on2)cn1 | 6% | 24% | -1 | 2% | 10 | -6% | -1.4 | 6 | -0.8 |
| O=C(C[n+]1cccc2ccccc21)c1ccc(Br)cc1 | 9% | 17% | -9 | 5% | -5 | -7% | 2.7 | -4 | 0.1 |
